Screening data as filed in PubChem BioAssay.
TCR act = activators of T cell receptors; primary human leukocytes, anti-CD3, IL-2 HTRF, 48 h; Potency, µM (series often up to 9.22 µM), inactives show top-dose activation of IL-2 secretion, usual class: activators; 330,000 tested, under 10 active; AID 504894; also: % of control where 0% means no effect
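Compounds are tested in HTS on primary human leukocytes co-incubated with a-CD3 beads for 48 hr. IL-2 output is measured by time-resolved FRET.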
Mito fusion yeast = blocks mitochondrial division or promotes mitochondrial fusion; 0.23% of 320,000 active; Potency, µM (top dose mostly 46.1 µM), inactives show top-dose growth rescue (activation), usual class: activators; S. cerevisiae fusion-defective mutant growth rescue, CellTiterGlo 48 h; AID 485298;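 also: potency is read from the fitted curve at half-maximal effect; % of control where 0% means no effect; nearly all actives have a fitted effect of over 45% in size; temperature-sensitive fusion mutants such as fzo1-1 at 37 °C on non-fermentable ethanol glycerol medium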
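Read-out: ATP-based luminescence (CellTiterGlo, 10 min ambient) reporting growth of fusion-defective ts yeast after 48 hours at 37C on glycerol/ethanol YPEG medium in the presence of compound.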
a7 integrin act = integrin-mediated muscular dystrophy alleviation activation; alpha7betagal myoblasts, beta-gal FDG fluorescence, 48 h; Potency, µM (titrated, usually from 38.3 µM), for the others: at the highest dose activation, usual class: activators; 0.064% of 350,000 active; AID 624291;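 also: potency is read from the fitted curve at half-maximal effect; 100% = response of the positive control SU9516; nearly all actives have a fitted effect of over 60% in size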
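alpha7betagal+/- myoblasts (passage 13, 250/well) treated 48 h at 37C with compounds at 1:260 dilution of DMSO stock. Lysed, then beta-galactosidase activity read as FDG fluorescence (ex 480/em 540) after 30 min, with pre-read for autofluorescence.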
TSHR antag = blocks TSH signaling through the human TSH receptor; TSHR-expressing cells, TSH-stimulated cAMP HTRF, 2 h; stronger effect = lower value; activity change, negative = inhibition, % at 11.5 µM; 0.2% of 330,000 active; AID 504810;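 active = activity change below a set negative limit, meaning inhibition stronger than a set level, cut at about -70% in these data; inconclusive = activity change between two set negative limits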; also: % is scaled to controls: 0 for no effect and ±100 for the full control effect
Target sequence (P16473 whole entry, looked up): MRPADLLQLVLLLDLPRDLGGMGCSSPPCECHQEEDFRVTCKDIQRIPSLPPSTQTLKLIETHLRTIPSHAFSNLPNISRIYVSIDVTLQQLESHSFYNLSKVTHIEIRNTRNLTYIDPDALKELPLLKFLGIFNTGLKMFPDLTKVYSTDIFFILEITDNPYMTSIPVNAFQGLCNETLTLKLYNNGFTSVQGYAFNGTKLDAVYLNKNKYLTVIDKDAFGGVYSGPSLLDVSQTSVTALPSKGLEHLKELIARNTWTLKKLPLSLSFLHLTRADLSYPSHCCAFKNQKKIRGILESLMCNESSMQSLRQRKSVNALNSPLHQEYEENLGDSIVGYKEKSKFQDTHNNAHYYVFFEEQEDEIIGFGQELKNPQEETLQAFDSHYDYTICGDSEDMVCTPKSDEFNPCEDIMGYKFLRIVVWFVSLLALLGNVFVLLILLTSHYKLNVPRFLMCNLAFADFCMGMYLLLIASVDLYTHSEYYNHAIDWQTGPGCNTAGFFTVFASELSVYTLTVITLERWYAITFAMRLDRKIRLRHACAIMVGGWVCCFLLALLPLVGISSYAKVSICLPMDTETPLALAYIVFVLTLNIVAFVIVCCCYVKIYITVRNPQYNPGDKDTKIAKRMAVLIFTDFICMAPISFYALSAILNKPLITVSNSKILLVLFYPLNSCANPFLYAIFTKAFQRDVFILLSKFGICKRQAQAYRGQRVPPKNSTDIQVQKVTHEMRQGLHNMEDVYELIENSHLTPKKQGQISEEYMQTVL
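Freshly harvested TSHR cells receive pin-tooled compound, then EC80 TSH at 4nM final. After 2 hours at 37 deg C, antibody in lysis buffer and cAMP-d2 are added; 30 minutes at ambient temperature precede the HTRF read.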
Menin MLL FP TR = inhibitors of human menin-MLL interaction, mutant MLL peptide; O00255; Menin + Texas Red MLL mutant peptide, fluorescence polarization; Potency, µM (highest dose often 61.6 µM), for inactives: at the top dose FP activity change, negative = inhibition, actives largely listed as inhibitors; 0.23% of 270,000 active; AID 1768; active = well fitted inhibition curve with a large enough effect in the polarisation, with a control signal flat, not every such curve was filed as active; inconclusive = small, poorly fitted or top-dose-only effect, or effect the other way, or a change in a side signal; inactive = no such curve, though single readings can be large or run the other way; the % refers to the polarisation; also: potency is read from the fitted curve at half-maximal effect; % of control where 0% means no effect; many of its hits are not listed in these tables
TSG101-PTAP inh = blocks PTAP/TSG101 interaction to inhibit HIV-1 budding | Fluorescence polarization, FITC-PTAP peptide / Tsg101 binding | 340,000 tested, under 10 active | Q99816 | Potency, µM (titrated, usually from 115 µM), for the others: at the highest dose activity change, negative = inhibition, actives largely listed as inhibitors; active = well fitted inhibition curve with a large enough effect in the main read-out, with a control signal flat, not every such curve was filed as active; inconclusive = small, poorly fitted or top-dose-only effect, or effect the other way, or a change in a side signal; inactive = no such curve, though single readings can be large or run the other way; also: potency is read from the fitted curve at half-maximal effect; % of control where 0% means no effect
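Steps: Tsg101 binding domain dispensed (10 uM final), compounds pinned in DMSO, FITC-labeled PTAP-motif peptide added (50 nM final); after 20 min binding at room temperature, polarization measured.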
MLL CXXC-DNA inh = MLL CXXC-DNA interaction inhibition | Q03164 | MLL-CXXC / FITC-HOXA9 DNA fluorescence polarization | Potency, µM (highest dose often 115 µM), for inactives: top-dose activity change, negative = inhibition, hits mostly inhibitors | 0.037% of 290,000 active; active = well fitted inhibition curve with a large enough effect in the polarisation, with a control signal flat, not every such curve was filed as active; inconclusive = small, poorly fitted or top-dose-only effect, or effect the other way, or a change in a side signal; inactive = no such curve, though single readings can be large or run the other way; the % refers to the polarisation; also: potency is read from the fitted curve at half-maximal effect
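Purified MLL-CXXC (added from a 7 uM solution) was preincubated 5 min at ambient with pinned compounds in 50 mM Tris-HCl pH 7.5, 50 mM NaCl, 1 mM DTT, 0.05% BSA. Fluorescein-labeled HOX-A9 DNA (50 nM solution) followed, 30 min, then polarization read.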
AT treatment = potential ataxia-telangiectasia treatments restoring KAP-1 phosphorylation; […] A-T fibroblasts, KAP-1 phosphorylation AlphaLISA; neocarzinostatin DNA damage 30 min before lysis; Potency, µM (series often up to 57.5 µM), for inactives: at the top dose activation, usual class: activators; 0.19% of 320,000 active; AID 485349; also: potency is read from the fitted curve at half-maximal effect; % of control where 0% means no effect; nearly all actives have a fitted effect of over 45% in size
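hTERT-immortalized A-T patient fibroblasts ([…]), 500 cells/well in OPTI-MEM, 1% FBS, got compounds for 60 min, then NCS for 30 min at 37C. Lysates were then assayed for phospho-KAP-1 by AlphaLISA (anti-pKAP1 donor, anti-KAP1 acceptor beads), 6 hr at 25C.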
MBNL1 CUG block = blocks human MBNL1 binding to CUG repeat RNA; Q9NR56; TR-FRET MBNL1-His/biotin-(CUG)12 binding, 665/545 ratio; Potency, µM (highest dose often 57.5 µM), for inactives: top-dose activity change, negative = inhibition, hits mostly inhibitors; 0.036% of 280,000 active; active = well fitted inhibition curve with a large enough effect in the signal ratio, with a control signal flat, not every such curve was filed as active; inconclusive = small, poorly fitted or top-dose-only effect, or effect the other way, or a change in a side signal; inactive = no such curve, though single readings can be large or run the other way; the % refers to the signal ratio; also: potency is read from the fitted curve at half-maximal effect; % is scaled to controls: 0 for no effect and ±100 for the full control effect
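Inhibition of protein-RNA binding appears as loss of TR-FRET between terbium anti-His antibody on MBNL1-His and streptavidin-XL665 on biotin-(CUG)12. Activity is normalized to buffer-only and uninhibited-complex controls.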
ASM inhibitor = inhibitors of human secretory acid sphingomyelinase; placental ASM, HMU-PC fluorogenic substrate, 60 min; Potency, µM (series often up to 57.5 µM), without a hit: top-dose activity change, negative = inhibition, most hits filed as inhibitors; P17405; 0.006% of 340,000 active; AID 504937; also: potency is read from the fitted curve at half-maximal effect
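Human placenta-derived ASM preincubated with compound 10 min at room temperature, then reacted with 9 uM (final) fluorogenic HMU-PC substrate for 60 min at 37 C. Stop solution raises pH to 10; fluorescence read at Ex 386/Em 447 nm.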
* hit, by the source's call; i = inactive; u = inconclusive; x = no result given; [ ] = dose if it differs, or a comment. Unless noted, calls follow the shape of the dose curve; as a rule, active = well fitted curve in the direction sought with a large enough effect; inconclusive = small, poorly fitted or top-dose-only effect, or another doubt; inactive = no such curve, though single readings can be large; an effect the other way counts as inactive or inconclusive.

Results follow in this order: TCR act	Mito fusion yeast	a7 integrin act	TSHR antag	Menin MLL FP TR	TSG101-PTAP inh	MLL CXXC-DNA inh	AT treatment	MBNL1 CUG block	ASM inhibitor
CCOC(=O)NC(=O)/C(C#N)=C\c1ccccc1
→ 1%	-1%	-5%	9	-23%	0%	9%	1%	x	4%
Cc1nc(C(=O)N(C)C)nn1-c1ccc([N+](=O)[O-])cc1
→ 3%	9%	-5%	7	-11%	-1%	-6%	-4%	u	0%
Cc1ccc(NC(=O)COC(=O)CCc2c(C)nc3nc(N)nn3c2C)cc1C
→ -2%	1%	-19%	-2	x	-2%	x	2%	x	9%
CN(Cc1ccc(Cl)c(Cl)c1)C(=O)c1ccccc1SCC(=O)N1CCCC1
→ 0%	6%	-2%	5	x	-2%	x	6%	x	-2%
COc1ccc(-n2c(SCC(=O)N3CCOCC3)nc(O)c(Cc3ccccc3)c2=O)cc1
→ 4%	-4%	-7%	9	-5%	-5%	-2%	-3%	-3%	3%
Cn1c(=O)c2c(ncn2CC(=O)OCC(=O)Nc2ccc(F)cc2F)n(C)c1=O
→ 8%	3%	42%	-5	x	-2%	x	4%	x	2%
Cc1nc2cc(NS(=O)(=O)c3cccc(F)c3)ccc2s1
→ 0%	13%	18%	-5	0%	-1%	-5%	4%	-6%	-1%
Nc1ccc(Cc2ccc(N)c(O)c2)cc1O
→ -1%	-22%	-25%	-5	u	0%	16%	13%	19%	-4%
O=S(=O)(NCCSc1ccccc1)c1cccs1
→ -1%	-1%	17%[7.66 µM]	3	1%	-2%	-2%	5%	1%	0%
O=C(Cn1cnc2c(OCc3ccccc3)ncnc21)N[C@H](CO)Cc1cc2ccccc2[nH]1
→ -1%	x	-14%	-7	x	-2%	x	8%	x	1%
CCN(CC)S(=O)(=O)C1CCS(=O)(=O)C1 (centres undefined)
→ x	0%	-22%	1	10%	-7%	0%	-5%	0%	4%
COc1cccc(NC2=NCC(=O)N2Cc2cccs2)c1
→ -6%	0%	17%	5	-4%	-6%	-11%	10%	-6%	4%
Cc1cc(NC(=O)CCC(=O)N(c2ccc(F)cc2)C(C(=O)NC2CCCC2)c2ccc(C)o2)no1 (centres undefined)
→ 0%	0%	-9%	4	u	-7%	11%	-3%	12%	0%
CCCCc1cc(=O)oc2cc(C)cc(OCC(=O)N3CCC(C(=O)O)CC3)c12
→ 9%	0%	1%	-5	u	-3%	2%	3%	-2%	13%
CS(=O)(=O)c1ccc(C(=O)OCC(=O)NNC(=O)COc2ccc(Cl)cc2)cc1
→ 2%	-3%	25%	8	x	2%	x	5%	x	-4%
CC(C)N(Cc1cnn(C)c1)Cc1nc(-c2ccc(Cl)cc2)no1
→ -3%	18%	-20%	-7	2%	3%	3%	7%	-2%	3%
O=C(c1cc(-c2cccs2)on1)N1CCN(c2ccc(F)cc2)CC1
→ 1%	0%	-2%	-24	-12%	-1%	-9%	-7%	16%	-7%
Clc1ccc(-c2cn3c(n2)SCC3)cc1
→ -6%	5%	-10%	-2	1%	-10%	2%	0%	-8%	-1%
COc1ccccc1CNS(=O)(=O)c1cc2c3c(c1)CCC(=O)N3CCC2
→ -1%	-1%	-11%	2	x	-5%	x	19%	x	0%
COc1ccc(CN2CCC(Oc3ccc(C(=O)NCc4ccccn4)cc3)CC2)c(F)c1
→ -3%	-5%	-17%	2	6%	-8%	0%	-3%	-19%	1%
CCC(Sc1nnc(-c2ccco2)n1C)C(=O)Nc1nnc(C)s1 (centres undefined)
→ 0%	4%	u	21	5%	1%	6%	-1%	2%	3%
O=C1C2C3c4ccccc4C(c4ccccc43)C2C(=O)N1Cc1ccco1 (centres undefined)
→ 2%	-5%	9%	-12	1%	-6%	-1%	-2%	-2%	2%
COc1ccc(CCN2C(=O)C3C4C=CC(C5CC45)C3C2=O)cc1OC (centres undefined)
→ -1%	2%	12%	-9	-4%	0%	-5%	-1%[11.5 µM]	1%	-2%
COC(=O)CN1C(=O)[C@H]2[C@@H](c3ccc(C)o3)N3C(=O)CN(Cc4ccccn4)C(=O)[C@@]3(Cc3ccccc3)[C@H]2C1=O
→ -1%	4%	19%	-7	-6%	2%	-2%	1%	-6%	0%
CC1=CC(C)(C)N2C(=O)C3(SCC(=O)N3c3ccc(F)cc3)c3cc(C)cc1c32 (centres undefined)
→ x	12%	1%[7.66 µM]	-17	-10%	-6%	-1%	4%	-5%	-14%
COc1ccc(-n2nnc3c(SCC(=O)NCc4ccco4)ncnc32)cc1
→ 3%	0%	3%	1	-23%	0%	11%	-2%	19%	-9%
CCOc1ccccc1N(CC(=O)NCCOC)C(=O)CCC(=O)Nc1ccccn1
→ -1%	-3%	-2%	14	-19%	-5%	-15%	2%	-11%	2%
COCC(=O)N1CCCC(C(=O)c2ccc(-c3ccccc3)cc2)C1 (centres undefined)
→ -1%	-1%	17%	3	-7%	-1%	1%	-1%	-1%	-3%
CCCOc1ccc(CN2CCOCC2)cc1OC
→ 8%	-3%	6%	-2	x	-6%	2%	-3%	-6%	3%
O=C(COc1ccccc1)Nc1ncc2c(n1)CCCC2=O
→ -5%	-1%	6%	13	20%	-3%	0%	2%	6%	1%
COc1ccccc1-c1nnc2sc(C3CCCCC3)nn12
→ -5%	3%	-18%	4	-13%	-7%	0%	1%	0%	0%
O=C(Nc1ccc(-c2nc3cccnc3s2)cc1)c1ccco1
→ 0%	15%	-21%	-6	u	-3%	1%	-9%	14%	217%[activator]
O=C(NCCCn1ccnc1)c1cc(-c2ccccc2)on1
→ 6%	5%	-36%	1	0%	-5%	-14%	2%	-9%	5%
O=S1(=O)CSCS(=O)(=O)C1
→ -5%	x	6%	x	x	-3%	x	x	x	2%
CCCCCCC(C)OC(=O)Nc1cccc2ccccc12 (centres undefined)
→ -3%	-20%	13%	-16	-8%	0%	u	15%	-13%	-14%
CCc1ccc(N(CC(=O)NCc2ccc(F)cc2)C(=O)c2csnn2)cc1
→ 1%	3%	u	-1	-2%	-6%	4%	-1%	3%	-2%
COc1ccc(CCNC(=O)CNS(=O)(=O)c2ccc(F)c(Cl)c2)cc1OC
→ -13%	-1%	-20%	1	-8%	-4%	8%	3%	1%	0%
COc1ccc2nc(SCC(=O)NC(C)(C)C)[nH]c2c1
→ 4%	-3%	13%	5	5%	-2%	-2%	8%	-6%	-2%
CCOC(=O)C(Cc1ccccc1)C(=O)Nc1ccc(N(CC)CC)cc1 (centres undefined)
→ 4%[46.1 µM]	4%	-12%	-7	-15%	-3%	8%	-6%	u	4%
CN(C(=O)c1cc2c(=O)n3ccccc3nc2s1)C1CCCCC1
→ -3%	x	-7%	x	x	-1%	x	x	x	i
COc1ccc(C(=O)NCN2CCN(c3ccccc3)CC2)cc1OC
→ 0%	-5%	10%	6	x	0%	x	-19%	x	0%
COc1cc(C2NC(=S)NC(C)=C2C(=O)Nc2cc(C)cc(C)c2)ccc1O (centres undefined)
→ 6%	2%	-13%	10	x	-7%	2%	10%	-2%	-4%
CC1CN(S(=O)(=O)c2cccc(C(=O)Nc3ccccc3N3CCCC3)c2)CC(C)O1 (centres undefined)
→ -1%	18%	-29%	-5	x	-6%	x	-7%	x	-2%
O=C(NCCOc1ccccc1)c1ccccc1[N+](=O)[O-]
→ -19%	12%	40%	1	11%	0%	10%	1%	u	-3%
Cc1ccc(C(=O)Nc2c(C)n(C)n(-c3ccccc3)c2=O)cc1S(=O)(=O)N1CCOCC1
→ 11%	3%	11%	0	21%	-6%	18%	-7%	3%	0%
CCCN(CCC)c1nc2ccccc2nc1C(C#N)C(=O)OC(C)COC (centres undefined)
→ -1%	0%	-26%	6	u	0%	-5%	1%	9%	41%
C1CNCCNCCCNCCNC1
→ x	0%	x	5	-11%	x	2%	9%	-5%	x
O=C(Nc1ccc(Cl)cc1Cl)C1CCCO1 (centres undefined)
→ 3%	1%	26%	-11	14%	-4%	-1%	7%	4%	1%
COc1ccccc1C1=Nn2c(nnc2C2CCCCC2)SC1
→ -24%	-5%	-21%	-10	-3%	-4%	10%	2%	4%	-6%
CC(O)CNc1nc2c(c(=O)n(Cc3ccc(Cl)c(Cl)c3)c(=O)n2C)n1C (centres undefined)
→ 1%	8%	36%	-1	x	-15%	-1%	4%	-3%	-14%

A portion of the library; rates above refer to the full screens.
